TDP1 cell CPT: qHTS for Inhibitors of human tyrosyl-DNA phosphodiesterase 1 (TDP1): qHTS in cells in presence of CPT; chicken DT40 Tdp1-/-;hTDP1 cells + 20 nM CPT, ATP luminescence, 48 h; Potency, µM (highest dose often 46.2 µM), without a hit: top-dose activity change, negative = growth inhibition, usual class: inhibitors; actives 12% (n = 420,000); AID 686979, 2013; further: nearly all actives have a fitted effect of over 55% in size
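Cell growth measured by CellTiter-Glo luminescence after a minimum 48 h, 37 C compound exposure with 20 nM CPT in Tdp1-knockout DT40 cells stably expressing hTDP1, seeded 400/well; qHTS titration format.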
N370S GC mod: qHTS Assay for Inhibitors and Activators of N370S glucocerebrosidase as a Potential Chaperone Treatment of Gaucher Disease. Lysosomal acid glucosylceramidase (Homo sapiens), P04062. actives 0.092% (n = 330,000). N370S GC spleen homogenate, 4MU-glucoside fluorescence. Potency, µM (highest dose often 59.4 µM), inactives show at the top dose activity change, negative = inhibition, hits mostly inhibitors;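 further: 0% = full enzyme activity and -100% = no enzyme basal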
FEN1 inhibitor: qHTS Assay for the Inhibitors of Human Flap endonuclease 1 (FEN1) | Recombinant FEN1 flap cleavage, fluorescence, 15 min | Potency, µM (highest dose often 114 µM), for the others: top-dose activity change, negative = inhibition, hits mostly inhibitors | actives 0.35% (n = 390,000); further: nearly all actives have a fitted effect of over 65% in size
Target sequence (P39748 whole entry, looked up): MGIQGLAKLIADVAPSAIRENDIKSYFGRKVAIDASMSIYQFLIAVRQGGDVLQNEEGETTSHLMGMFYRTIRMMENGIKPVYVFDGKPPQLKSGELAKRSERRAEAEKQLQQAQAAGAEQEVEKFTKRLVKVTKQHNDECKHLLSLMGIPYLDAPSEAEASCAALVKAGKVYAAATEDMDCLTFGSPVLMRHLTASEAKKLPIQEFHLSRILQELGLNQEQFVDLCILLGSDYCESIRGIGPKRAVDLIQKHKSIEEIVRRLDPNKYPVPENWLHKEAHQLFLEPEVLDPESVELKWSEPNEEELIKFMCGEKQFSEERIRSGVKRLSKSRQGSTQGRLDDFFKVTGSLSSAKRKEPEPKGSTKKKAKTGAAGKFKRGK
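Compounds are tested as a concentration series against 10 nM FEN1; after a 15 min room-temperature preincubation, 50 nM substrate starts cleavage, with plate reads at 0 and 15 min. Normalized responses are fitted by a Hill equation.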
* hit, by the source's call; ? = inconclusive; nt = no result given; & = joins results of further samples; [ ] = remark or other dose. The call rests on the fitted dose curve; in most records, active means well fitted curve in the direction sought with a large enough effect; inconclusive means small, poorly fitted or top-dose-only effect, or another doubt; inactive means no such curve, though single readings can be large; an effect the other way counts as inactive or inconclusive. Unless noted, on the % scale 0 is the no-effect control and ±100 the full control effect; potency means the concentration at half of the fitted maximal effect. Some of the compounds tested. The share of hits here may be higher or lower than overall.

structure | TDP1 cell CPT | N370S GC mod | FEN1 inhibitor
CC1CCN(S(=O)(=O)c2ccc(NC(=O)CN3CCCC(C)C3)cc2)CC1 (stereo not drawn) | ? | -16% | ?
Cc1ccc(N2C(=O)c3ccccc3C2Nc2cccnc2)nc1 (stereo not drawn) | 15µM* | 3% | -12%
O=C(Cn1nnc(-c2ccc(F)cc2)n1)Nc1cccc(S(=O)(=O)N2CCCC2)c1 | 21µM* | nt | -15%
CC1(C)CC(=O)c2sc(NS(=O)(=O)c3ccc(F)cc3)nc2C1 | 0% | 25% | -7%
O=C(NCc1ccc(Cl)cc1)c1cc2ccc3cccnc3c2[nH]1 | -2% | nt | -4%
Cc1ccccc1COC(=O)CNC(=O)c1sc2ccccc2c1Cl | 10% | 0% | -18%
CNc1nc(-c2ccccc2CN(C)C)nc2ccccc12 | ? | -14% | nt
CCCC(C(=O)NCc1ccco1)N(CC1CCCO1)C(=O)CNS(=O)(=O)c1ccc(F)cc1 (stereo not drawn) | -15% | -8% | -1%
CCCNC(=S)N1CCN(CC)CC1 | -7% | 3% | -1%
COc1ccc(C(C(=O)NC(C)(C)C)N(Cc2ccc(F)cc2)C(=O)CCC(=O)Nc2cc(C)on2)cc1 (stereo not drawn) | ? | -6% | -1%
COc1ccc(CN(Cc2cccnc2)C(=S)NCCc2ccccc2)cc1OC | -9% | ? | -5%
Cc1ccc(CNC(=O)Nc2ccc(Cl)cc2)cc1 | 4% | 3% | 23%
Cc1cc(C)cc(Oc2ccccc2/C=C\C(=O)O)c1 | -13% | 5% | 7%
COc1ccc(CCNC(=O)c2ccc3c(c2)sc2nc(-c4ccc(C)cc4)cn23)cc1OC | 6.5µM* | nt | 22%
COc1ccc(C2CC(=O)Oc3c(C(CCN4CCCC(C)C4)c4cc(OC)c(OC)c(OC)c4)c(OC)cc(OC)c32)cc1 (stereo not drawn) | nt | -12% | -1%
CCCc1cc(=O)[nH]c(SCC(=O)N2CCN(S(=O)(=O)c3ccc4ccccc4c3)CC2)n1 | 14% | 3% | 1%
Cc1ccc(C)c(N2CCN(S(=O)(=O)c3cn(C)cn3)CC2)c1 | -3% | -17% | -2%
CCOC(=O)C1CCN(C(=O)c2cccnc2Oc2ccc(Cl)cc2)CC1 | ? | 10% | 0%
CCOc1ccc(S(=O)(=O)NCc2csc(C)n2)cc1 | -27% | -1% | 13%
CC(Sc1nc(-c2ccccc2)c(C#N)c(=O)[nH]1)C(=O)Nc1ccc(F)cc1 (stereo not drawn) | -4% | nt | -17%
CCn1cc(CN2CCC(C(=O)Nc3cccc(-c4cccc(Cl)c4)c3)CC2)c(C)n1 | 13µM* | -27% | -4%
C=CC(C)(C)c1c2c(c(O)c3c(=O)c4ccc(O)c(O)c4oc13)C=CC(C)(C)O2 | 3%[9.04 µM] | -5% | nt
CCOC(=O)C1=NNC2(CC(=O)N(c3cccc(C)c3)C2=O)C1 (stereo not drawn) | -5% | -8% | 8%
O=C(c1ccc(S(=O)(=O)NCC2CCCO2)cc1)N1CCc2ccccc21 (stereo not drawn) | 21µM* | 1% | 6%
COc1cccc(/C=N/n2c(C3CCCCC3)n[nH]c2=S)c1 | -22% | -4% | -14%
O=c1c(-c2ccc(F)cc2)nc2cnc(Oc3ccccc3)nc2n1C[C@H]1CCCO1 | -28% | 25% | nt
CCCc1nnc(SCCSc2nnc(CCC)n2N)n1N | ? | ? | -1%
Cc1ccc(NC(=O)COC(=O)[C@@H]2CCCN2C(=O)c2cccs2)cc1S(=O)(=O)N(C)C | -23% | 17% | 2%
O=C1CN=CN=CN1c1ccc(Cl)cc1Cl | 0% | 1% | 1%
Cc1ccnc(SCCn2c(N3CC(C)OC(C)C3)nc3c2c(=O)n(C)c(=O)n3C)n1 (stereo not drawn) | 7% | 1% | -6%
COc1ccc(CN2CCNC(=O)C2CC(=O)NCCc2nc(C)c(C)s2)c(OC)c1 (stereo not drawn) | -16% | -3% | -5%
COc1ccc(CCNC(=O)C2CCN(C(=O)c3ccc(Cl)cc3)CC2)cc1 | 0% | -2% | 18%

Limited to TDP1 cell CPT, for some of the entries so far:
SMILES | TDP1 cell CPT
CCOc1ccc(S(=O)(=O)NCc2csc(C)n2)cc1 | -27%
CC(Sc1nc(-c2ccccc2)c(C#N)c(=O)[nH]1)C(=O)Nc1ccc(F)cc1 (stereo not drawn) | -4%

(further entries)
structure | TDP1 cell CPT | N370S GC mod | FEN1 inhibitor
CCCC(C)NC(=O)c1cccc(Oc2ccccc2)c1 (stereo not drawn) | 2% | -5% | -8%
CCN(CC)S(=O)(=O)c1cccc(C(=O)OCC(=O)NCc2ccccc2OC)c1 | -5% | -12% | 7%
C=CCNC(=O)C1CC2Cn3c(nc4cc(Cl)c(Cl)cc43)C2N1C (stereo not drawn) | -16% | -6% | 15%
O=C1C2C3C=CC(CC3)C2C(=O)N1c1cccc(Br)c1 (stereo not drawn) | -22% | -1% | 5%
COCc1cc(C)nc(N2CCOCC2)c1C#N | 1% | 7% | -5%
Cc1ccc(C(=O)N(C)CCOc2ccccc2)cc1S(=O)(=O)N1CCCCC1 | 18µM* | nt | 12%
Cc1c(OCC(=O)N2CCC(C(N)=O)CC2)ccc2c3c(c(=O)oc12)CCCC3 | -14% | -1% | -7%
Cc1ccc(SCc2c(-c3ccccc3)nn(C)c2Cl)cc1 | ? | 10% | -8%
COc1ccc(OCCCCn2c(C3CC(=O)N(c4cccc(Cl)c4)C3)nc3ccccc32)cc1 (stereo not drawn) | 8.2µM* | nt | -11%
COC(=O)c1ccc(CSc2nnc(NCc3ccccc3)s2)o1 | -17% | 10% | -4%
C/C(=N\NC(=O)c1c(Cl)cnn1C)c1ccc(NC(=O)c2ccc(Br)o2)cc1 | ? | 0% | 12%
O=C(Nc1ccc2c(c1)CCC2)c1ncoc1-c1ccccc1F | -19% | -7% | -24%
Cc1ccc(-c2cc3ccccc3nc2N)cc1 | 16µM* | 1% | 8%
Cc1ccc(CNC(=O)[C@]2(C(F)(F)F)C[C@H](CCc3ccccc3)CCCO2)o1 | nt | -6% | -11%
COc1cccc(CN2CC34CC(c5ccc(C(C)=O)cc5)C(CC3S2(=O)=O)O4)c1 (stereo not drawn) | nt | 4% | -17%
N#Cc1nc(COc2ccccc2Cl)oc1NCCc1ccccc1 | ? | nt | -19%
O=C1NC(=Nc2cccc(O)c2)S/C1=C\c1cccnc1 | ? | -7% | 20%
Cc1cccc(N2CCN(S(=O)(=O)c3ccc4c(c3)NC(=O)C(C)S4)CC2)c1C (stereo not drawn) | 21µM* | 0% | -13%
CCCC(=O)N=C1SC2CS(=O)(=O)CC2N1c1ccc(CC)cc1 (stereo not drawn) | 7% | 6% | 10%
CC(C)Cn1c(=O)n(C)c(=O)c2[nH]cnc21 | 7%&1%&-30%&-24% | 0%&-1%&0%&-3%&-7%&8% | -8%
COCCNC(=O)c1ccc(C2SCC(=O)N2Cc2ccco2)cc1 (stereo not drawn) | -12% | 8% | 7%
O=C(Nc1ccc2[nH]ncc2c1)C1CCC1 | 15% | 1% | -2%
COc1ccc(S(=O)(=O)N(CC(=O)Nc2cccnc2)c2ccc(Cl)cc2)cc1 | 3% | nt | -16%
Cc1cc(C)cc(N(CC(=O)N2CCCC2)S(C)(=O)=O)c1 | 10% | 1% | 6%
O=C(NC1CCCCC1)c1ccc2c(c1)N(Cc1ccc(Cl)cc1)C(=O)c1ccccc1S2(=O)=O | -18% | nt | -5%
N#CCCn1cc(C=C(C#N)C#N)c(-c2ccc(Cl)cc2)n1 | 16µM* | 9% | -15%
CCc1c(C(C)S(=O)(=O)c2ccc(C)cc2)[nH]c(=O)n1-c1ccc(C)cc1 (stereo not drawn) | ? | 4% | 1%
O=C(Cn1cnc2ccccc2c1=O)NCc1ccc2c(c1)OCO2 | 7% | 5% | 8%
O=C(NC(=S)NNC(=O)c1cccs1)c1ccco1 | ? | 2% | 8%
Cc1cc2c(OCC(O)CNC3CCCCC3)cccc2[nH]1 (stereo not drawn) | -14% | 5% | -2%
Cc1cccc(Oc2ncnc(N)c2[N+](=O)[O-])c1 | -3% | -1% | -11%
COc1ccccc1CCNC(=O)C1CCC(=O)N(C2CC2)C1 (stereo not drawn) | -22% | 4% | -4%
CC(=O)c1cccc(N(C(=O)c2ccccn2)C(C(=O)NC2CCCCC2)c2ccccc2)c1 (stereo not drawn) | 3% | -10% | 2%
CN(C)c1ccc(C=Nc2ccc(/C=C/c3ccnc4ccccc34)cc2)cc1 | ? | nt | ?
CCN(CC)C(=O)Oc1cc(COC)nc(-c2ccccc2)n1 | 1% | 4% | -4%
Cc1nn(C)c(=S)n1-c1ccc(Cl)cc1 | -9% | -3% | -12%
CCOC(=O)c1c(CN2CCN(Cc3ccccc3)CC2)n(C)c2cc(Br)c(OC)cc12 | ? | -2% | 11%
COc1ccc(-n2nnc3c(=O)n(CC(=O)Nc4ccc5c(c4)OCCO5)cnc32)cc1OC | 7% | 1% | 0%
Cc1ccc(NC(=O)C2CCCN(S(=O)(=O)c3cccs3)C2)cc1 (stereo not drawn) | ? | 0% | -7%
CN(C)S(=O)(=O)N1CCCN(S(=O)(=O)N(C)C)CC1 | -20% | 0% | -1%
CCC(C)Sc1ccc([C@H]2N[C@@](C)(C(=O)OC)[C@H]3C(=O)N(CC)C(=O)[C@@H]23)cc1 (stereo partly drawn) | 16µM* | -6% | 17%
Cc1ccc(S(=O)(=O)N2CCC(C(=O)NCCCN3CCOCC3)CC2)cc1 | 6% | -9% | -1%
CCc1cc2c(N3CCN(c4ccccc4)CC3)ncnc2s1 | 13µM* | 5% | -10%
Clc1ccc(N2N=C(c3cccs3)CC2c2ccco2)cc1 (stereo not drawn) | ? | 10%[12.8 µM] | 1%
CC(Oc1ccc2cc(-c3ccccc3)c(=O)oc2c1)C(=O)NCC1CCC(C(=O)O)CC1 (stereo not drawn) | 0% | ? | -10%
Cc1nn(-c2ccccc2)c(-n2cccc2)c1C(=O)NCCc1ccc(Cl)cc1 | 21µM* | nt | -3%
O=C(OCc1ccccc1)c1cn(-c2ccccc2)nc1-c1ccncc1 | -1% | 6% | -14%
O=C1CC(c2nc3ccccc3n2CCCCOc2ccccc2)CN1c1ccccc1Cl (stereo not drawn) | 10µM* | nt | -1%
COc1ccc(CCN(C)CC(O)COc2ccc(C(C)=O)cc2OC)cc1OC (stereo not drawn) | -29% | -3% | -4%
CCNc1nc(C)c(CN(C(C)=O)c2ccccc2)nc1C#N | 3% | ? | 2%
CCCCN(CC)S(=O)(=O)c1ccc(C(=O)Nc2nnc(-c3cccs3)o2)cc1 | 15µM* | -11% | 1%
Cc1c(C(=O)OCC(=O)NCCN2C(=O)CSC2=O)oc2c1ccc1ccccc12 | 15% | 9% | -2%
COCCNC(=O)C1CCCN(c2ncccn2)C1 (stereo not drawn) | -7% | 25% | 3%

In the list so far, these contain two or more sulfur atoms.
structure | TDP1 cell CPT | N370S GC mod | FEN1 inhibitor
CC1(C)CC(=O)c2sc(NS(=O)(=O)c3ccc(F)cc3)nc2C1 | 0% | 25% | -7%
CCCc1cc(=O)[nH]c(SCC(=O)N2CCN(S(=O)(=O)c3ccc4ccccc4c3)CC2)n1 | 14% | 3% | 1%
CCOc1ccc(S(=O)(=O)NCc2csc(C)n2)cc1 | -27% | -1% | 13%
CCCc1nnc(SCCSc2nnc(CCC)n2N)n1N | ? | ? | -1%
Cc1ccc(NC(=O)COC(=O)[C@@H]2CCCN2C(=O)c2cccs2)cc1S(=O)(=O)N(C)C | -23% | 17% | 2%
COC(=O)c1ccc(CSc2nnc(NCc3ccccc3)s2)o1 | -17% | 10% | -4%
Cc1cccc(N2CCN(S(=O)(=O)c3ccc4c(c3)NC(=O)C(C)S4)CC2)c1C (stereo not drawn) | 21µM* | 0% | -13%
CCCC(=O)N=C1SC2CS(=O)(=O)CC2N1c1ccc(CC)cc1 (stereo not drawn) | 7% | 6% | 10%
O=C(NC(=S)NNC(=O)c1cccs1)c1ccco1 | ? | 2% | 8%
Cc1ccc(NC(=O)C2CCCN(S(=O)(=O)c3cccs3)C2)cc1 (stereo not drawn) | ? | 0% | -7%
CN(C)S(=O)(=O)N1CCCN(S(=O)(=O)N(C)C)CC1 | -20% | 0% | -1%
CCCCN(CC)S(=O)(=O)c1ccc(C(=O)Nc2nnc(-c3cccs3)o2)cc1 | 15µM* | -11% | 1%

Screens as filed in PubChem.
